# Screens as filed in PubChem.
# SENP8 block-1 – SENP8 protease inhibitors, primary screen, biochemical, luminescence; Sentrin-specific protease 8 (Homo sapiens), Q96LD8; purified SENP8, Z-RLRGG-aminoluciferin cleavage; inhibition, % at 10 µM; 330,000 compounds, 1.2% hits; AID 2540, 2010; in the data active means inhibition above about 50%
# Target sequence (Q96LD8 whole entry, looked up): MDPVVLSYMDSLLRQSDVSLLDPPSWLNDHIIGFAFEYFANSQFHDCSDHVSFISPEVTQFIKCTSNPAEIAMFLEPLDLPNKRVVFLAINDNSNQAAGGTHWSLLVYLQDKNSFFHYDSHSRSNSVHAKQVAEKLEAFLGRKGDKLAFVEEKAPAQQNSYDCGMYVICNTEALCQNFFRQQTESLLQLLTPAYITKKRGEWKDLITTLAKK
# SENP7 inh – SENP7 protease inhibitors, primary screen, biochemical, luminescence, uHTS; Sentrin-specific protease 7 (Homo sapiens), Q9BQF6; recombinant SENP7, Z-RLRGG-aminoluciferin luminescence, 40 min; inhibition, % at 5 µM; 330,000 compounds, 1.5% hits;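 active means inhibition above about 50% at the single test dose, limit read from the data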;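 further: plate controls were DMSO with enzyme for no effect and no enzyme buffer wells for full effect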
# Target sequence (Q9BQF6 706-1050 limits assumed): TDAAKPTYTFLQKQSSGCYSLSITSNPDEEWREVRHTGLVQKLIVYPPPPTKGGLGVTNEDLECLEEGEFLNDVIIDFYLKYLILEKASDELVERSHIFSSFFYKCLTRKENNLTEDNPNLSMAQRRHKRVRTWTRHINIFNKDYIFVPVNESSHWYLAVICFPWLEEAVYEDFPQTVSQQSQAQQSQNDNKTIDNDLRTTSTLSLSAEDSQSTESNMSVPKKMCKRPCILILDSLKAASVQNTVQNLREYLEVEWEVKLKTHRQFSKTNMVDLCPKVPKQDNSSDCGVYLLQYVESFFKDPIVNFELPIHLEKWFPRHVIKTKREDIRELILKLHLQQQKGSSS
# SENP1 inh – human SENP1 catalytic domain inhibitors, primary screen, biochemical, FRET, uHTS; 360,000 compounds, 0.21% hits; inhibition, % at 10 µM; recombinant SENP1 catalytic domain, CyPet-SUMO1-YPet FRET cleavage;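 active means inhibition at least 30% at 10 µM, raw YFP signal under a set limit, fluorescence ratio 0.5 to 1.5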;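 further: 0% = enzyme with DMSO and 100% = no enzyme wells; some results filed as inactive read as strong as hits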
# Target sequence (Q9P0U3 419-644 limits assumed): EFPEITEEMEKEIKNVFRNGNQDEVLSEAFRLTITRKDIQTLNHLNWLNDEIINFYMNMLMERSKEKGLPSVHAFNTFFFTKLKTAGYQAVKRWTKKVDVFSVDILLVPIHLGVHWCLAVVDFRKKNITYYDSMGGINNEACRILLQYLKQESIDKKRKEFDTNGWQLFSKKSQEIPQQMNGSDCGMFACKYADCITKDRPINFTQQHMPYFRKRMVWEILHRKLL
#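 material = recombinant human SENP1 catalytic domain, His6-tagged | quantity = 20 pM enzyme | reagent = 25 nM SUMO1 FRET substrate | compound dosing = 10 µM single point, 0.5% DMSO | timing = 50 min enzyme reaction, room temperature, light-protected | detection = FRET, CFP and YFP emission | control set = no-enzyme low, enzyme-DMSO high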
# Apaf1 inhib – inhibitors of human Apaf-1 apoptosome, primary screen, biochemical, DEVD-Rh110 fluorescence, uHTS. Apoptotic protease-activating factor 1 (Homo sapiens), O14727. reconstituted apoptosome caspase-3 activity. inhibition, % at 20 µM. 330,000 compounds, 0.71% hits; active means inhibition of at least 40% at 20 µM;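 further: plate controls were DMSO wells for no effect and DEVD-CHO caspase inhibitor wells for full effect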
#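 detection = Rh110 fluorescence intensity | test system = biochemical Apaf-1 apoptosome reconstitution | also added = cytochrome c and DEVD-Rh110 substrate | schedule = 30 min plus 50 min, RT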
# SENP6 inh – SENP6 protease inhibitors, primary screen, biochemical, luminescence, uHTS; Sentrin-specific protease 6 (Homo sapiens), Q9GZR1; Recombinant SENP6 catalytic domain, aminoluciferin luminescence; inhibition, % at 10 µM; 330,000 compounds, 1.8% hits;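 active means inhibition above about 50% at the single tested dose, limit read from the data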;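 further: plate controls were DMSO wells with enzyme for no effect and DMSO wells lacking enzyme for full effect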
# SENP8 block-2 – human SENP8 protease inhibitors, primary screen, biochemical, fluorescence, Nedd8 protein substrate, uHTS. Sentrin-specific protease 8 (Homo sapiens), Q96LD8. recombinant SENP8. inhibition, % at 20 µM. 360,000 compounds, 0.64% hits. AID 602440, 2012; in the data active means inhibition mostly above about 40%, no sharp cut-off; inactive means mostly below about 27%
# HKDC1 inh – HKDC1 hexokinase inhibitors, primary screen, biochemical, fluorescence, uHTS. Q2TB90. recombinant HKDC1, G6PDH/diaphorase resazurin coupled fluorescence. inhibition, % at 20 µM. 340,000 compounds, 0.16% hits. AID 493160, 2011;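 active means inhibition above about 35% when tested at 20 µM, limit read from the data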;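 further: plate controls were DMSO wells with enzyme for no effect and DMSO wells lacking enzyme for full effect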
#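 Test system: Recombinant HKDC1 (HK5) hexokinase enzyme, produced in-house | Input: HKDC1 at 5 µg/mL | Buffer or medium: Tris pH 8.0 buffer with MgCl2, Tween-20, BSA, BME | Schedule: 90 min reaction incubation at room temperature, dark | Technique: Resazurin-to-resorufin fluorescence via G6PDH and diaphorase coupling, 525/613 nm | Controls: DMSO wells with and without enzyme mix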
# NLRP3 yeast inh – NALP3 inflammasome inhibitors in reconstituted yeast, primary screen, luminescence, uHTS. 330,000 compounds, 0.39% hits. inhibition, % at 10 µM. AID 2825, 2010. Yeast reconstituted NLRP3/ASC/caspase-1, beta-gal luminescence, 24 h;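 active means inhibition of 50% or more; inactive means inhibition below 50%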;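 further: plate controls were induced DMSO wells for no effect and uninduced yeast grown without galactose for full effect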
# PfG6PD inh – PfG6PD enzyme inhibitors, primary screen, biochemical, fluorescence intensity, uHTS; glucose-6-phosphate dehydrogenase-6-phosphogluconolactonase (Plasmodium falciparum 3D7); 350,000 compounds, 0.78% hits; PfGluPho enzyme, NADPH resazurin-diaphorase fluorescence; inhibition, % at 20 µM; AID 504690, 2011;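 active means inhibition reaching at least a set limit at 20 µM in the primary screen, cut at about 59% in these data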;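 further: 0% = DMSO wells with substrate and 100% = DMSO wells lacking glucose-6-phosphate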
# An asterisk follows results filed as active; / = not tested or not shown.
SMILES,SENP8 block-1,SENP7 inh,SENP1 inh,Apaf1 inhib,SENP6 inh,SENP8 block-2,HKDC1 inh,NLRP3 yeast inh,PfG6PD inh
CC1Cc2nc(SCC(=O)Nc3nccs3)n(C)c(=O)c2S1 (stereo not drawn),-1,-3,-4,-1,3,11,-2,12,41
OC1(c2ccccc2)CN(c2ccccc2)C2=[N+]1CCS2 (stereo not drawn),-5,-1,1,5,-2,5,3,21,1
CC(=O)CN1C(=O)NC2(CCCc3ccccc32)C1=O (stereo not drawn),-4,6,1,0,10,6,-3,7,0
CN(Cc1ccc(Cl)c(Cl)c1)C(=O)CN1C(=O)NC2(CCCC2)C1=O,3,-8,3,-1,-4,6,-3,16,15
Cc1cc(=O)oc2c(CN3CCCC3)c(O)c(Cl)cc12,8,-2,-172,5,-3,-278,2,6,10
COc1ccc(N2CCN(C(=O)CSc3ccccc3N)CC2)cc1,-6,-4,0,9,-22,14,4,0,10
CC(OC(=O)CNC(=O)c1ccc2ccccc2c1)C(=O)N(C)C1CCCCC1 (stereo not drawn),1,7,2,8,-6,3,4,10,-6
CCC(CO)Oc1cc(NCc2ccccc2F)c2ncn(C(C)C)c2c1 (stereo not drawn),15,14,-30,14,23,15,7,19,30
COC(=O)C1=C(C)N(Cc2ccccc2)C(=NCC(C)C)N[C@H]1c1cccc(F)c1,-8,0,1,44*,-25,9,-3,9,-2
CCc1cc2ccccc2nc1SCC(=O)NC1CCCC1,-6,-4,1,1,-19,1,-5,28,-19

# Results in SENP1 inh and SENP7 inh (five entries from above):
compound,SENP1 inh,SENP7 inh
Cc1cc(=O)oc2c(CN3CCCC3)c(O)c(Cl)cc12,-172,-2
COc1ccc(N2CCN(C(=O)CSc3ccccc3N)CC2)cc1,0,-4
CC(OC(=O)CNC(=O)c1ccc2ccccc2c1)C(=O)N(C)C1CCCCC1 (stereo not drawn),2,7
CCC(CO)Oc1cc(NCc2ccccc2F)c2ncn(C(C)C)c2c1 (stereo not drawn),-30,14
COC(=O)C1=C(C)N(Cc2ccccc2)C(=NCC(C)C)N[C@H]1c1cccc(F)c1,1,0

# The list goes on:
SMILES,SENP8 block-1,SENP7 inh,SENP1 inh,Apaf1 inhib,SENP6 inh,SENP8 block-2,HKDC1 inh,NLRP3 yeast inh,PfG6PD inh
CCCCC(=O)NC(=S)Nc1ccc(NC(=O)C(C)C)c(OC)c1,3,10,1,-13,-8,24,-3,-9,2
Cc1ccc(NC2CCCN(C(=O)C3CCCC3)C2)cc1C (stereo not drawn),-5,2,-2,5,-12,10,7,22,15
O=C(Nc1ccc2c(c1)nc1n2CCN(Cc2ccccc2)C1)c1cccs1,7,11,-41,14,9,-259,8,35,16
CC(C)(C)NCC(O)COc1ccccc1C1CCCC1 (stereo not drawn),1,4,-1,16,-12,6,-6,10,2
COc1cccc(C2C(C#N)=C(N)Oc3cc(C)oc(=O)c32)c1OC (stereo not drawn),1,2,-25,-1,3,9,2,0,-32
Cc1occc1-c1nnc(SCC(=O)Nc2ccccc2)n1Cc1ccccc1,13,-2,0,12,-10,14,-10,10,-11
CCn1ccnc1CNCc1ccc(OCC(O)CN(C)Cc2ccccc2)cc1 (stereo not drawn),11,7,0,-12,14,19,-5,3,-2
CNS(=O)(=O)c1cn(CC(=O)NCc2ccc(N(C)C)cc2)cc1S(=O)(=O)NC,0,-2,-3,10,-8,-1,-6,-7,7
CSc1cccc(NS(=O)(=O)c2cc(Br)cnc2N)c1,-2,-11,0,-2,6,8,2,14,-21
OCc1ccnc2c(O)cccc12,3,3,0,-1,13,14,2,-23,-1

# Molecules shown so far with fluorine (two):
SMILES,SENP8 block-1,SENP7 inh,SENP1 inh,Apaf1 inhib,SENP6 inh,SENP8 block-2,HKDC1 inh,NLRP3 yeast inh,PfG6PD inh
CCC(CO)Oc1cc(NCc2ccccc2F)c2ncn(C(C)C)c2c1 (stereo not drawn),15,14,-30,14,23,15,7,19,30
COC(=O)C1=C(C)N(Cc2ccccc2)C(=NCC(C)C)N[C@H]1c1cccc(F)c1,-8,0,1,44*,-25,9,-3,9,-2

# Other structures
SMILES,SENP8 block-1,SENP7 inh,SENP1 inh,Apaf1 inhib,SENP6 inh,SENP8 block-2,HKDC1 inh,NLRP3 yeast inh,PfG6PD inh
CCOc1ccc(NC(=O)CN(C)C(=O)c2ccccc2SCC(=O)N2CCCC2)cc1OCC,-6,-7,0,19,-18,-30,-5,14,-12
Cc1nn(-c2ccc(F)cc2)c(Cl)c1/C=N/NC(=O)c1cccs1,-15,6,0,7,6,5,-9,7,12
O=S(=O)(c1ccccc1)C1CC1(c1ccccc1)c1ccccc1 (stereo not drawn),/,/,0,/,/,5,1,/,18
Oc1c(C(c2ccccc2)N2CCOCC2)ccc2ccccc12 (stereo not drawn),/,/,1,/,/,-18,29,/,46
CCOC(=O)c1[nH]c(C)c(/C(O)=C2\C(=O)C(=O)N(CCN(C)C)C2c2cccc(OC)c2OC)c1C (stereo not drawn),-3,5,1,-13,-1,-4,-9,4,-6
O=C(Nc1ccc(C(F)(F)F)cc1)c1ccccc1,20,63*,2,9,40,17,-1,23,6
COCCN(CCOC)c1nc(-c2ccccc2)nc2ccccc12,-10,-12,-1,16,-11,-38,-5,33,10
CN(C)/C=C1/NC(=S)NC1=O,-1,9,0,-1,-13,14,-5,16,-3
CCOC(=O)c1ccc(Nc2nnc3nc(C)cc(C)n23)cc1,-6,-6,1,5,-17,-495,-9,12,-5
O=c1nc2n(c3ncccc13)CCCCC2,0,9,1,5,-1,4,-3,-18,-14

# Three entries from above, reformatted.
mol | SENP8 block-1 | SENP7 inh | SENP1 inh | Apaf1 inhib | SENP6 inh | SENP8 block-2 | HKDC1 inh | NLRP3 yeast inh | PfG6PD inh
COC(=O)C1=C(C)N(Cc2ccccc2)C(=NCC(C)C)N[C@H]1c1cccc(F)c1 | -8 | 0 | 1 | 44* | -25 | 9 | -3 | 9 | -2
CN(C)/C=C1/NC(=S)NC1=O | -1 | 9 | 0 | -1 | -13 | 14 | -5 | 16 | -3
CC(OC(=O)CNC(=O)c1ccc2ccccc2c1)C(=O)N(C)C1CCCCC1 (stereo not drawn) | 1 | 7 | 2 | 8 | -6 | 3 | 4 | 10 | -6

# Other entries:
SMILES,SENP8 block-1,SENP7 inh,SENP1 inh,Apaf1 inhib,SENP6 inh,SENP8 block-2,HKDC1 inh,NLRP3 yeast inh,PfG6PD inh
COc1ccc(CNC(=O)N[C@@H](CC(C)C)C(=O)O)cc1OC,0,-6,-2,-23,-8,17,-7,14,-4
Cn1c(=O)c(C(=O)CSc2nncs2)c(N)n(Cc2ccccc2)c1=O,2,9,-3,4,-6,5,-11,5,0
Nn1c(SCC(=O)Nc2ccccc2F)nc2ccccc2c1=O,-2,0,1,-2,-4,7,-7,-3,-23
Cc1ccc2nc(-c3ccc(SCC(=O)Nc4ccc5c(c4)OCCO5)nc3)[nH]c2c1,-11,51*,0,2,-27,-372,4,9,45
O=C(Nc1c2c(nn1-c1ccccc1)CS(=O)(=O)C2)c1cccs1,-16,-10,-1,-7,-13,18,-5,-3,-15
Cc1ccc(-n2nc(C)c3c2OC(N)=C(C#N)C3c2ccccc2F)cc1 (stereo not drawn),-3,7,-1,12,-3,20,1,-2,-15
CCN(CC(=O)Nc1cccc(S(=O)(=O)N(C)c2ccccc2)c1)Cc1ccccc1,1,3,2,32,-7,2,0,11,17
C[C@H](CO)N1C[C@H](C)[C@H](CN(C)Cc2ccccc2)Oc2ccc(NC(=O)Nc3ccc(F)cc3)cc2C1=O,-2,7,2,27,-5,-60,2,-4,12
CC(=O)OCCc1c2ccccc2c(CCCN(C)C)c2ccccc12,-4,-2,-17,-2,-17,-438,4,-5,5
Cc1ccc(N(C(=O)Cn2nnc(-c3cccs3)n2)C(C(=O)NC2CCCC2)c2ccncc2)cc1 (stereo not drawn),-3,-7,4,6,-10,10,7,4,-7
Cc1cc(NC(=O)C2C3C(=O)N(c4cccnc4)C(C(=O)NC(C)(C)C)C34C=CC2(C)O4)no1 (stereo not drawn),-2,3,-1,14,-1,9,-1,4,7
COc1cccc(C(=O)NNC(=O)C(=O)Nc2ccc(OC)cc2OC)c1,-7,-13,2,1,9,7,-4,23,-22
Cc1ccc(-c2noc(CSc3nc(N)cc(N)n3)n2)cc1,19,18,-2,3,39,10,-8,2,-9
C=CCn1c(COc2ccc(F)cc2)nnc1SCC(=O)Nc1cccc(S(N)(=O)=O)c1,-7,2,-1,5,-12,21,-8,10,6
Cc1ccc(NC(=O)NNc2cccc(Cl)n2)cc1,/,/,2,/,/,26,-1,/,23
O=C(C1CCN(Cc2ccc(Cl)cc2)CC1)N1CCN(C(c2ccccc2)c2ccccc2)CC1,-10,-2,2,16,-15,17,-3,5,7
CC(=O)Nc1ccc(NC(=O)C(=O)N/N=C/c2cccnc2)cc1,1,9,2,-10,-21,-344,-4,21,14
C(=N\N1CCN(Cc2cccc3ccccc23)CC1)/c1cccs1,-3,-2,2,-11,3,18,-2,32,5
